Screens as filed in PubChem.
BoNT F protease: inhibitors of Botulinum neurotoxin F light chain protease | Multiplex microsphere protease cleavage assay, flow cytometry | inhibition, % at 10 µM | 360,000 compounds, 0.22% hits | AID 588497; in the data active = inhibition above about 35%, passing the limit was not always enough; inconclusive = no clear call, values can overlap the other calls; note: plate controls were buffer without enzyme for full effect and enzyme alone for no effect
PfHsp40 yeast: compounds rescuing yeast from Plasmodium falciparum HSP40 toxicity; S. cerevisiae expressing PfHsp40, growth rescue, ATP luminescence; growth rescue, % at 12.5 µM; 340,000 compounds, 0.68% hits; in the data active = growth rescue above about 28%, passing the limit was not always enough; inconclusive = no clear call, values can overlap the other calls;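 note: yeast W303a lacking pdr1 and pdr3 grown in galactose medium; growth measured after three days at 30 °C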
FadD28 binding: blocks FadD28 binding to the bisubstrate probe. fluorescence polarization. inhibition, % at 12.5 µM. 360,000 compounds, 0.22% hits; in the data active = inhibition above about 8.5%, passing the limit was not always enough; inconclusive = no clear call, values can overlap the other calls
BoNT-A LC inh2: blocks Botulinum neurotoxin A light chain protease; 360,000 compounds, 0.17% hits; inhibition, % at 10 µM; multiplex microsphere protease substrate cleavage, flow cytometry; note: plate controls were buffer without enzyme for full effect and enzyme alone for no effect
Anthrax LF inh2: blocks Bacillus anthracis lethal factor protease; P15917; multiplex microsphere protease cleavage assay, LF; inhibition, % at 10 µM; 360,000 compounds, 0.12% hits; note: plate controls were buffer without enzyme for full effect and enzyme alone for no effect
TcdB GH inh: TcdB glycohydrolase inhibition; inhibition, % at 9.99 µM; TcdB glycohydrolase enzymatic assay, plate reader; P18177; AID 652162; 350,000 compounds, 0.24% hits; in the data active = inhibition above about 10%
Target sequence (P18177 whole entry, looked up): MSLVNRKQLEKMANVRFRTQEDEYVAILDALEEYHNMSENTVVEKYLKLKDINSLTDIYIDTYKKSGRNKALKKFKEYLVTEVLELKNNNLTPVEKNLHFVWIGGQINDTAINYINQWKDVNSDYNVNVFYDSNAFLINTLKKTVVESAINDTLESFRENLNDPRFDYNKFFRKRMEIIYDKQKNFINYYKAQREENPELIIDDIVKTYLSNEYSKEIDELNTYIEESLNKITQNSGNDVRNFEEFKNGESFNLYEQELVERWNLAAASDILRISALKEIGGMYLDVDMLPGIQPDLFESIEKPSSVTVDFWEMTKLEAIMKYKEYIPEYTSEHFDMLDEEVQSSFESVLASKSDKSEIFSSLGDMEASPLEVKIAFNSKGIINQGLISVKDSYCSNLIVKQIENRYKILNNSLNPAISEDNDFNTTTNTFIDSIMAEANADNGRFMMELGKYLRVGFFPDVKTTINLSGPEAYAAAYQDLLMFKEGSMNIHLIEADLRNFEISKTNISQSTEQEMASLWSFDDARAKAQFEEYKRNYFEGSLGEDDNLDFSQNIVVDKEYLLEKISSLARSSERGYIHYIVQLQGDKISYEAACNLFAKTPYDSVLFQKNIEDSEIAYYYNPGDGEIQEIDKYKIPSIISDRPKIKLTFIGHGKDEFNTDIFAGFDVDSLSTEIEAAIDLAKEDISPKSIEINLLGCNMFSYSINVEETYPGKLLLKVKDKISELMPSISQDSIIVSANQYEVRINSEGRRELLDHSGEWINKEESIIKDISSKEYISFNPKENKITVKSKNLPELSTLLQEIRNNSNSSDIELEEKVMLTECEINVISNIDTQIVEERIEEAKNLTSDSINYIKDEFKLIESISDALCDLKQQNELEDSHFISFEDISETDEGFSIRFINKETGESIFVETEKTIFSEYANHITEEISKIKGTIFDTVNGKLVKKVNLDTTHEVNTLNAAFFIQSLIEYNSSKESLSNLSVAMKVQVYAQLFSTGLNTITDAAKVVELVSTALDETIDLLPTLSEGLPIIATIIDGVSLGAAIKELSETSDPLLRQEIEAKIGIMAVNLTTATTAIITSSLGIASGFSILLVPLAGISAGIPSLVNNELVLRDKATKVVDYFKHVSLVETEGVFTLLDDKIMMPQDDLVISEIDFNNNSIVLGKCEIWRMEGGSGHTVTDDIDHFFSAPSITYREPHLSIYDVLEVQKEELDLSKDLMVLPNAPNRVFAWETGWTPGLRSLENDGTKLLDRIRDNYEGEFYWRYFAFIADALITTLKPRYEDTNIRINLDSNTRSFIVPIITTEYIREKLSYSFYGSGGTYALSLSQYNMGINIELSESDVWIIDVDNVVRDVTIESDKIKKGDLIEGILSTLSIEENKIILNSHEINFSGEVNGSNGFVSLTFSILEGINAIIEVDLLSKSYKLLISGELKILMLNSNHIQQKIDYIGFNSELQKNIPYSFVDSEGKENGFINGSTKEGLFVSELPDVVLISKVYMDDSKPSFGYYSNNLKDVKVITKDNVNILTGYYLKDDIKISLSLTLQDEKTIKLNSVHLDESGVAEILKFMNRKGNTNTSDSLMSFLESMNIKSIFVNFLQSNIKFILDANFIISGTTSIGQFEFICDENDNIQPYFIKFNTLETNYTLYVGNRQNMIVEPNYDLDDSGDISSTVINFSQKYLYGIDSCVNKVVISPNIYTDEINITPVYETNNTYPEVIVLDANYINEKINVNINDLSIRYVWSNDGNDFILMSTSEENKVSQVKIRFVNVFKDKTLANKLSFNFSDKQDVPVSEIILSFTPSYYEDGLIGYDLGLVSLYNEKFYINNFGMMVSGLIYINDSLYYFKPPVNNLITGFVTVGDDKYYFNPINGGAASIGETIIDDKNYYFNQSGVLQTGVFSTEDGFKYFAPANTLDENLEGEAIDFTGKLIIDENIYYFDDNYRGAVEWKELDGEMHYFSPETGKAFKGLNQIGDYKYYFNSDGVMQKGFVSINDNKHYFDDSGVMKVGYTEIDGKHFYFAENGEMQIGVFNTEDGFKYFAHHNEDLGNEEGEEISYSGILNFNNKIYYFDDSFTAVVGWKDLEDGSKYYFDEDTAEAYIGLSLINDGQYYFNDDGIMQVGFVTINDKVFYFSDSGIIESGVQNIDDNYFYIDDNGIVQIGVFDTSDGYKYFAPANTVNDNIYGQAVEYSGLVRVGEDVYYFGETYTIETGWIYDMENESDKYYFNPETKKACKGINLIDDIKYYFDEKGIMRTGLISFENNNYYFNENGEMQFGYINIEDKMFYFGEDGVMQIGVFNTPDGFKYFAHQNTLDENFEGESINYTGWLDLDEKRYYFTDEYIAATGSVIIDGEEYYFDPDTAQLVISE
CCHF vOTU inh: blocks the CCHF virus ovarian tumor domain protease | CCHFV vOTU protease, Pep-AMC fluorescence | inhibition, % at 11.5 µM | 370,000 compounds, 0.55% hits | AID 651958; in the data active = inhibition above about 30%; note: 0% = vehicle wells with enzyme and 100% = no enzyme wells
PrPC TRFRET: reduces human prion protein on the cell surface. cell surface PrPC, TR-FRET read-out. P04156. 370,000 compounds, 0.43% hits. inhibition, % at 13.8 µM; in the data active = inhibition above about 24%; note: 0% = median of the test wells and 100% = reference compound wells
Yp Topo-I inh: blocks Yersinia pestis topoisomerase I activity | Y. pestis Topo-I cleavage product accumulation, plate reader | activity, % at 10 µM | 360,000 compounds, 0.064% hits; in the data active = activity above about 50%, passing the limit was not always enough; inconclusive = no clear call, values can overlap the other calls; note: inactives centre near 2
Active calls of the source: *; u = inconclusive; x = no result given. Cut-off read from the data, not from the text of the source, unless noted: active = inhibition above about 30%; inconclusive = no clear call, values can overlap the other calls; inactive = below that.

SMILES | BoNT F protease | PfHsp40 yeast | FadD28 binding | BoNT-A LC inh2 | Anthrax LF inh2 | TcdB GH inh | CCHF vOTU inh | PrPC TRFRET | Yp Topo-I inh
Cc1ccccc1CCNC(=O)C1CCN(S(=O)(=O)c2ccc(-n3cnnn3)cc2)CC1 | 2 | -0.2 | -4.1 | 0.1 | -3 | x | 2 | -2 | 2
Cc1cccc(N2CCN(S(=O)(=O)c3cccc4nonc34)CC2C)c1 (configuration not stated) | 0 | -0.4 | -4.8 | 0.8 | -3 | -0.8 | 2 | 0 | 7
Cc1ccccc1C(=O)NC1CCN(CC(=O)Nc2ccc(N(C)C)cc2)CC1 | -1 | 2.1 | -0.3 | -0.9 | -19 | -1.3 | -1 | -5 | 3
OC1COC(OCc2ccccc2)C(O)C1O (configuration not stated) | -3 | 0.7 | 0.0 | -1.3 | 12 | 1.6 | -5 | 9 | 8
CN(C)/C=N/c1sc2c(c1C(N)=O)CCCC2 | -14 | 0.3 | 0.7 | -4.9 | -6 | 1.1 | 2 | -2 | 1
CSc1nc(-c2ccccc2)c(C#N)c(=O)n1C | -8 | u | 0.1 | -0.2 | -3 | -2.0 | -2 | 3 | -9
O=[N+]([O-])c1nn(-c2ccc(Cl)cc2)n(O)c1=NCc1ccncc1 | 2 | 2.3 | -4.5 | -1.0 | -4 | -0.7 | 4 | -31 | -4
CCN1CCN(c2nc3c(c(=O)[nH]2)CCCC3)CC1 | -4 | 1.0 | -2.9 | -0.6 | 3 | x | 4 | 0 | 0
Cc1ccn2cc(CCNC(=O)Cc3cccs3)nc2c1 | 1 | -0.3 | -1.1 | -0.4 | -8 | -0.8 | -8 | 7 | 4
Cc1cccc(/C(N)=N/OC(=O)c2cccnc2)c1 | -1 | 1.9 | 0.5 | -0.6 | -2 | 0.2 | -10 | 1 | -6
O=C(NCc1ccc2c(c1)OCO2)c1ccc(Cl)s1 | -12 | -1.4 | 1.2 | 0.1 | -3 | 1.4 | -6 | -5 | 5
COc1cc(CNC[C@H]2O[C@@H](n3ccc(N)nc3=O)[C@H](O)[C@@H]2O)ccc1OCc1cccc(Cl)c1 | -2 | x | -9.6 | -0.2 | -5 | 0.4 | 1 | -7 | -9

The closing six entries of the section above come first, to join the parts:
SMILES | BoNT F protease | PfHsp40 yeast | FadD28 binding | BoNT-A LC inh2 | Anthrax LF inh2 | TcdB GH inh | CCHF vOTU inh | PrPC TRFRET | Yp Topo-I inh
O=[N+]([O-])c1nn(-c2ccc(Cl)cc2)n(O)c1=NCc1ccncc1 | 2 | 2.3 | -4.5 | -1.0 | -4 | -0.7 | 4 | -31 | -4
CCN1CCN(c2nc3c(c(=O)[nH]2)CCCC3)CC1 | -4 | 1.0 | -2.9 | -0.6 | 3 | x | 4 | 0 | 0
Cc1ccn2cc(CCNC(=O)Cc3cccs3)nc2c1 | 1 | -0.3 | -1.1 | -0.4 | -8 | -0.8 | -8 | 7 | 4
Cc1cccc(/C(N)=N/OC(=O)c2cccnc2)c1 | -1 | 1.9 | 0.5 | -0.6 | -2 | 0.2 | -10 | 1 | -6
O=C(NCc1ccc2c(c1)OCO2)c1ccc(Cl)s1 | -12 | -1.4 | 1.2 | 0.1 | -3 | 1.4 | -6 | -5 | 5
COc1cc(CNC[C@H]2O[C@@H](n3ccc(N)nc3=O)[C@H](O)[C@@H]2O)ccc1OCc1cccc(Cl)c1 | -2 | x | -9.6 | -0.2 | -5 | 0.4 | 1 | -7 | -9
O=C(CCN1C(=O)C2C3C=CC(C3)C2C1=O)NC1CCCc2ccccc21 (configuration not stated) | -2 | -0.3 | 0.5 | -0.1 | -5 | x | 2 | 0 | 0
O=C(O)COc1ccc(/C=C2/SC(=S)N(Cc3ccccc3)C2=O)cc1 | 0 | 0.7 | 0.0 | -4.0 | 2 | -0.4 | 20 | 6 | 11
CCOC(=O)CCCCCC(=O)Nc1ccc2c(c1)C(=O)N([C@@H](C)CO)C[C@H](C)[C@H](CN(C)C(=O)Nc1ccc(F)cc1)OCCCC[C@H](C)O2 | 4 | x | -0.9 | 0.0 | 8 | 2.5 | 15 | 3 | 4
CC(=O)c1c(C)n(C)c2ccc(OC(=O)c3ccc([N+](=O)[O-])cc3)cc12 | -3 | 0.2 | -0.4 | -0.5 | 2 | 0.8 | 2 | -3 | -6
Cc1ccc(-n2ncc3c(SCc4ccccn4)ncnc32)c(C)c1 | 3 | -0.3 | -1.4 | -0.5 | -5 | 0.2 | 4 | 6 | 35
O=c1c2cnn(-c3ccc(F)cc3)c2ncn1Cc1ccccc1 | -1 | 1.0 | -1.5 | -0.3 | 0 | x | -16 | 6 | -10
Cc1cc(C(=O)CSc2nnc(-c3ccccc3)n2Cc2ccc3c(c2)OCO3)c(C)n1C | -6 | -0.3 | -3.4 | 0.1 | 0 | x | -8 | -4 | 23
COc1ccc(-c2c(-c3cccc(C)c3)oc3ccc(-c4ccc5c(c4)OCO5)cc23)cn1 | -7 | -2.2 | -1.6 | 1.0 | 1 | x | 7 | 1 | -4
CCOP(=O)(NC(C)C)Oc1ccc(SC)c(C)c1 (configuration not stated) | 2 | -0.7 | 0.6 | -0.2 | -6 | 0.0 | 0 | -4 | 7
O=C(CSc1nnc(NC(=O)C2CC2)s1)Nc1ccc(F)cc1F | 3 | -1.0 | -3.6 | 3.3 | 1 | -1.2 | -9 | 3 | 11
COc1cc(NC(=O)CSc2nnc3ccc(-c4cccnc4)nn23)cc(OC)c1 | -13 | 0.6 | -1.7 | -5.8 | 0 | 0.6 | 0 | 2 | 0
COc1cccc(CNC(=O)CCCCCNC(=O)N2CCn3c2nc2ccccc23)c1 | -4 | 0.7 | -1.4 | -1.3 | -6 | 1.4 | -2 | -4 | 35
COc1cc2c(cc1[N+](=O)[O-])n(C(C)C)c(=O)n2C(C)C | -2 | -0.9 | -1.0 | -0.2 | -2 | 0.6 | -10 | -6 | -1
CCNc1cc(N2CCCC2)ccc1[N+](=O)[O-] | 1 | -0.3 | -1.0 | -0.3 | 0 | x | -6 | -1 | 6
CCCCNC(=O)n1c(=O)oc2ccc(Cl)cc21 | -14 | 0.4 | -1.3 | -0.7 | 1 | x | 0 | 6 | 0
O=C(Nc1cccc2ccccc12)/C(=C\c1cccc([N+](=O)[O-])c1)NC(=O)c1cccs1 | 1 | -1.0 | -1.0 | 0.8 | 1 | 1.0 | -14 | -15 | 4
CCC1C(=O)C(C)(C)C(=O)OC1c1ccc([N+](=O)[O-])cc1 (configuration not stated) | 20 | 0.7 | -1.4 | -1.0 | -7 | 1.2 | -13 | -3 | 1
CC(C)(O)C#Cc1ccc(CNC[C@H]2O[C@@H](n3cnc(C(N)=O)n3)[C@H](O)[C@@H]2O)s1 | 5 | 0.3 | 0.0 | 0.0 | -3 | 1.5 | -11 | -1 | -3
Cc1cc(C(=O)N/N=C/c2cccc(Cl)c2Cl)no1 | -24 | 0.0 | -3.1 | -0.8 | -1 | x | 13 | 11 | 1
COc1ccc(N(C(C)C(=O)NCc2ccco2)S(C)(=O)=O)cc1 (configuration not stated) | 3 | -0.7 | -3.6 | 0.9 | 1 | x | 2 | 2 | 5
CCCCc1nc2cc(C(=O)N3CCCC3)ccc2o1 | -7 | 0.0 | -2.1 | 1.0 | -3 | 0.0 | 9 | 3 | 1
O=C(NC1CSC/C1=N\O)c1ccccc1 (configuration not stated) | -6 | -1.2 | -2.0 | -0.5 | -4 | x | -7 | -6 | -2
CCC(C)[C@H](NC(=O)NCCC1=CCCCC1)C(=O)OC (some centres not stated) | u | -1.4 | -3.4 | u | -9 | 1.0 | -8 | 3 | -1
Cc1ccn2cc(-c3cnoc3C)nc2c1 | u | 0.5 | -4.0 | -0.2 | -3 | x | 5 | -2 | 7
CC(CN1CCCCC1)OC(=O)CCc1ccccc1 (configuration not stated) | 2 | 10 | -3.1 | -0.9 | -11 | -1.0 | 4 | 6 | 6
Cc1c(C(=O)NCc2cccnc2)oc2ccc(S(=O)(=O)N3CCCC(C)C3)cc12 (configuration not stated) | -9 | -0.6 | -2.8 | -0.5 | -3 | x | -4 | 0 | 30
Cc1cc(=O)oc(C)c1C(=O)Nc1cccnc1Cl | x | -1.0 | -0.8 | x | x | 0.7 | -15 | 3 | -2
O=C(c1ccc2c(c1)OCCO2)N1CCN(Cc2c(F)cccc2Cl)CC1 | 6 | -0.2 | -1.1 | -0.4 | -8 | 1.3 | 24 | -3 | 15
COc1ccc(/C=C2/SC(=O)N(CC(=O)Nc3cc(C)on3)C2=O)cc1OC | 13 | -1.8 | 1.0 | -0.5 | 1 | 3.4 | -9 | 1 | 1
COc1ccc(CCNC(=O)c2ccc(NC(=O)CC3SC(N4CCCCC4)=NC3=O)cc2)cc1 (configuration not stated) | 5 | -0.5 | -5.8 | -0.1 | -11 | 1.4 | 3 | -8 | 21
COc1cc(C(=O)N2C[C@H]3CC[C@H]2C3)ccc1OC1CCN(C(C)=O)CC1 | -2 | -0.8 | -1.9 | 0.0 | -2 | -0.3 | -1 | 0 | -3
Cc1sc(NC(=O)CN2CCN(c3ccccn3)CC2)c(C#N)c1C | -14 | 1.3 | -1.0 | 0.0 | -1 | x | 9 | -1 | 9
COc1ccc(CCN=C(N)NS(=O)(=O)c2ccc(C)cc2)cc1 | -6 | -0.5 | -2.5 | -0.6 | -2 | x | 0 | 7 | -3
CC1(C2CCCC2)NC(=O)NC1=O (configuration not stated) | -4 | -0.9 | -0.8 | 0.0 | -3 | -1.2 | 16 | -6 | 8
COc1cc(NS(=O)(=O)c2cn(C)cn2)cc(OC)c1 | 7 | -0.9 | -3.6 | 0.5 | 0 | 0.9 | 12 | -5 | 4
CC(C)[C@H](NC(=O)c1ccccc1F)C(=O)Nc1ccc2c(c1)OCO2 | -8 | -1.7 | -0.5 | -0.5 | -12 | 1.7 | 5 | -3 | -1
COc1ccc(OCC(=O)N2CCc3c([nH]c4ccccc34)C2c2ccccn2)cc1 (configuration not stated) | -5 | 0.3 | -0.3 | -0.5 | -1 | 0.7 | -2 | 6 | 23
O=C(Nc1c(-c2ccc(F)cc2)nc2ccccn12)c1ccc(F)cc1 | 7 | 1.5 | x | -3.1 | -3 | 1.2 | -1 | -2 | 2
COCCOc1ccc(C(F)(F)F)cc1NC(=O)COC(=O)c1ccc(N2CCCC2=O)cc1 | -2 | -0.8 | -4.2 | -0.7 | 2 | 0.4 | -6 | 4 | -2
O=C1CNc2ccc(C(=O)N3CCN(c4ccccn4)CC3)cc2N1 | 6 | -0.8 | -0.9 | 0.6 | -1 | -1.2 | 2 | -1 | 5
COC(=O)COc1cccc(NC(=O)c2ccc(C)cc2)c1 | -7 | -0.4 | -0.8 | -0.4 | -8 | x | -4 | 2 | 13
Cc1ccccc1NC(=O)Cc1nc(COC(=O)c2ccc(Cl)c(S(N)(=O)=O)c2)cs1 | 15 | 0.6 | -0.8 | 0.4 | 3 | 2.2 | -6 | 5 | 3
Cc1ccccc1C(=O)N(C)[C@H]1C[C@H]2c3[nH]c4ccccc4c3CCN2C[C@H]1[C@H](C)O | 2 | x | -0.2 | 6.3 | 12 | -4.3 | -11 | -1 | x
CCOC(=O)NCc1ccccc1 | -1 | 1.1 | -0.6 | -0.7 | 3 | x | x | x | 1
O=C(O)c1ccc(-c2nc(-c3ccccc3)c(-c3cccs3)[nH]2)cc1 | 7 | -0.6 | 1.2 | -0.1 | 0 | 0.7 | -47 | -2 | -6
CC(=O)c1cccc(NC(=S)NCCc2ccc(Cl)cc2)c1 | -5 | 1.1 | -3.6 | -0.3 | -4 | 1.2 | 8 | 6 | 0
O=C1CN(C(=O)N[C@@H](Cc2ccccc2)C(=O)N[C@H](Cc2ccccc2)C(=O)O)c2ccccc2N1 | 3 | -0.3 | 0.2 | -0.8 | -4 | 0.6 | 2 | 1 | 8
CN1CCN(C(=O)CN(c2cc(C(F)(F)F)ccc2Cl)S(C)(=O)=O)CC1 | -6 | 0.1 | -2.5 | -0.3 | 0 | 0.7 | 6 | -4 | -5

An unsorted share of the library; any-hit rate near 2.3%.
